# NOD1 inhibition = inhibition of NOD1-driven NF-kB reporter – cell-based, luminescence, uHTS, primary screen (AID 1578); inhibition, % at 4 µM, or EC50 in µM where a hit was titrated; 290,000 tested, 1% active; NOD1-driven NF-kB luciferase reporter cells, luminescence; higher % means a stronger effect; in the data active = inhibition mostly above about 36%, no sharp cut-off; inactive = mostly below about 34%;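 also: HEK-293T reporter cells stimulated with the NOD1 agonist gamma-tri-DAP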
# GPR35 antagonists = inhibition of zaprinast-stimulated GPR35 beta-arrestin translocation – imaging, U2OS, beta-arrestin-GFP, zaprinast agonist, primary screen (AID 2058); U2OS GPR35 beta-arrestin-GFP translocation imaging, zaprinast antagonism; higher % means a stronger effect; inhibition, % at 10 µM; hits with a dose series show IC50 in µM; 290,000 tested, 0.052% active;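 active = inhibition of at least 50% with at least 30 cells and total cytoplasm GFP at most 10,000,000; inconclusive = under 30 cells or total GFP of 10,000,000 plus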
# KOR beta-arrestin-1 = KOR agonists, beta-arrestin recruitment, primary screen, cell-based, luminescence, uHTS (AID 1777); KOR beta-arrestin recruitment, luminescence; higher % means a stronger effect; activation, % at 10 µM, or EC50 in µM where a hit was titrated; 280,000 tested, 0.02% active; in the data active = activation above about 50%, passing the limit was not always enough; also: a part of the inactive calls stands beside numbers as strong as those of hits
# NOD2 inhibition = NOD2 signaling inhibitors, cell-based, luminescence, uHTS, HEK293 (AID 1566). HEK293 NOD2/NF-kB luciferase reporter, luminescence; higher % means a stronger effect. inhibition, % at 4 µM; hits with a dose series show EC50 in µM. 290,000 tested, 0.63% active; also: many of its hits are not listed in these tables
# KOR beta-arrestin-2 = kappa opioid receptor blockers – cell-based, luminescence, uHTS (AID 1778); KOR beta-arrestin recruitment, luminescence, antagonist mode; higher % means a stronger effect; inhibition, % at 10 µM, or IC50 in µM where a hit was titrated; 290,000 tested, 0.091% active; also: strong numbers were not always called active
# HIV peptide binding = inhibitors of HIV fusion peptide binding, primary screen, biochemical, uHTS, fluorescence dequenching (AID 1986); 290,000 tested, 0.3% active; inhibition, % at 20 µM, or IC50 in µM where a hit was titrated; cell-free peptide binding, fluorescence dequenching, 30 min; higher % means a stronger effect; in the data active = inhibition mostly above about 52%, no sharp cut-off; inactive = mostly below about 76%; also: some results filed as inactive read as strong as hits
# Myeloid diff 2 = myeloid differentiation induction | AID 624256 | ER-HoxA9 myeloid progenitors, lysozyme-GFP differentiation, flow cytometry | 360,000 tested, 1% active | calls only at 10 µM;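 active = normalized GFP-positive differentiation at or above the plate's own cutoff, the solvent-only control mean plus 3 SD; inconclusive = no clear call, values can overlap the other calls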;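 also: cells exposed to compound for four days before flow analysis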
# GPR55 activation = GPR55 agonists via beta-arrestin recruitment, primary screen, imaging, U2OS cells, beta-arrestin-GFP redistribution (AID 1961). activation, % at 10 µM, or EC50 in µM where a hit was titrated. U2OS GPR55 beta-arrestin-GFP redistribution imaging; higher % means a stronger effect. 290,000 tested, 0.048% active;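 active = activation above 40% with more than 50 cells counted in the well; inconclusive = wells holding fewer than 50 cells, flagged as toxic or sparse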;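 also: U2OS osteosarcoma cells stably expressing GPR55 and beta-arrestin-GFP; plate controls were DMSO negative control for no effect and LPI positive control for full effect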
# GPR55 antagonists = GPR55 antagonists blocking LPI-driven arrestin recruitment, primary screen, imaging, U2OS, beta-arrestin-GFP, LPI agonist (AID 2013); U2OS GPR55 beta-arrestin-GFP translocation imaging, LPI antagonism; higher % means a stronger effect; 290,000 tested, 0.13% active; inhibition, % at 10 µM; hits with a dose series show IC50 in µM;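 active = spots per cell inhibited over 60%, with over 100 cells counted and total cytoplasm intensity under 500,000; inconclusive = wells with under 100 cells, flagged as likely toxic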;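 also: U2OS cells stably carrying GPR55 and arrestin-GFP stimulated by 5 µM LPI near EC80; imaged beta-arrestin-GFP aggregate spots per cell after agonist stimulation; plate controls were LPI-stimulated DMSO wells for no effect and DMSO wells without LPI for full effect; some results filed as inactive read as strong as hits; confirmed hits need IC50 under 10 µM and bright autofluorescent wells are also inconclusive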
# Myeloid diff 2 GFP+ MAC1+ % = recorded beside Myeloid diff 2, whose call it bears; GFP+ MAC1+ double positive, %; measured here: differentiation confirmed by MAC1 staining
# An asterisk follows results filed as active; i = inactive; ? = inconclusive; . = no result given; + = active, no number; [ ] = another dose, or the depositor's remark. Rule as the data show it, unless noted: active = inhibition above about 50%; inactive = the rest.
SMILES,NOD1 inhibition,GPR35 antagonists,KOR beta-arrestin-1,NOD2 inhibition,KOR beta-arrestin-2,HIV peptide binding,Myeloid diff 2,Myeloid diff 2 GFP+ MAC1+ %,GPR55 activation,GPR55 antagonists
CCOn1c(=O)c(-c2cccc3ccccc23)[n+]([O-])c2ccccc21,-29%,0%,-7.4%,12%,-11%[20 µM],2.7%,i,0.8,-0.1%,1%
CCOC(=O)CSc1nc2ccccc2c(=O)n1-c1ccc(C(=O)NCCOC)cc1,-20%,0%,8.5%,-3%,-30%,-0.3%,i,3.8,-0.4%,-21%
O=C(CN1C(=O)C2C3C=CC(C3)C2C1=O)Nc1ccc(S(=O)(=O)Nc2nccs2)cc1 (centres undefined),-3%,2%,-0.8%,-40%,39%,0.2%,i,0.6,-0.1%,2%
CCOc1ccccc1C(=O)N(C)Cc1cc2cc(OC)ccc2[nH]c1=O,15%,22%,-2.4%,2%,15%,-2.2%,i,0.6,-0.2%,-5%
CC(C)C(=O)NC(Nc1cccc([N+](=O)[O-])c1)C(Cl)(Cl)Cl (centres undefined),-15%,-4%,-4.2%,2%,-13%[20 µM],-0.2%,i,0.7,-0.1%,-11%
O=C(Nc1cccc(-c2nc3ccccc3s2)c1)c1cc(=O)c2ccccc2o1,-25%,-14%,-4.9%,16%,7%,-1.9%,i,1.0,0.2%,2%
Cc1cccc(N2CCN(c3ccc(C(N)=O)cc3[N+](=O)[O-])CC2)c1C,-3%,8%,-6.1%,22%,-4%[20 µM],-1.7%,i,0.1,-0.1%,12%
CC(NS(=O)(=O)c1ccccc1)C(=O)Nc1ccc(S(N)(=O)=O)cc1 (centres undefined),12%,-10%,3.1%,13%,-26%,0.6%,i,2.4,-0.5%,-19%
CCOC(=O)c1cc2ccc(OC)c(OC)c2c(=O)s1,.,-14%,-0.3%,5%,15%,2.5%,i,0.6,0.2%,-1%
Cc1cccc(OCC(=O)NCCCNC(=O)c2cnccn2)c1,-22%,4%,3.7%,-2%,-31%,2.8%,i,0.0,0.0%,-12%
NC(=O)c1c(NC(=O)Cc2cccs2)sc2c1CCC2,-22%,5%,-2.5%,11%,15%,2.4%,i,1.0,0.2%,5%
C=CCN(c1ccc(C(=O)Nc2cccc([N+](=O)[O-])c2)cc1)S(C)(=O)=O,-8%,-12%,5.3%,23%,-11%,0.1%,i,0.1,-0.2%,10%
N/C(=N\c1nc2ccccc2o1)NC(=O)c1ccccc1F,-57%,22%,-0.8%,-51%,13%,-0.8%,i,0.5,-0.1%,18%
C/C(NC1CCCC1)=C(/C#N)C(N)=O,-17%,8%,-0.5%,-1%,9%,0.7%,i,1.8,-0.2%,-3%
CC(=O)c1sc(-c2cccc(Cl)c2)nc1C,-63%,-3%,0.2%,-39%,-2%,0.8%,i,0.3,0.3%,-5%
COc1ccc(NC(=S)NC2CC3CCCC(C2)N3C2CC2)cc1 (centres undefined),-16%,22%,-11%,24%,-17%[20 µM],-0.6%,i,0.6,-0.1%,2%
O=C1c2ccccc2S(=O)(=O)N1CC(O)Cn1ccc2ccccc21 (centres undefined),-30%,10%,6.9%,-4%,-41%,8.9%,+,1.2*,-0.1%,3%
CCOc1ccc(NC(=O)CSc2ccc3nnc(-c4ccccn4)n3n2)cc1,-19%,11%,0.7%,-8%,23%,0.8%,?,.,-0.1%,5%
COc1ccc(CCN=C(N)NS(=O)(=O)c2ccccc2)cc1,25%,-6%,9.4%,14%,0%,-1.8%,i,0.5,0.7%,-20%
CC(C)NC(=O)c1ccc(-c2cccc(C(F)(F)F)c2)o1,-2%,2%,3.1%,3%,-8%,0.8%,i,0.5,0.2%,0%
COC(=O)[C@H](C)NC(=O)Nc1ccc(Oc2ccccc2)cc1,-16%,0%,-0.9%,-2%,9%,-0.6%,i,2.0,1.1%,0%
CC(=O)N/C(=C/c1ccc(OS(=O)(=O)c2ccc(C)cc2)cc1)C(=O)NCCCO,-1%,11%,-0.9%,-6%,-6%,-0.2%,i,0.2,-0.2%,-10%
CCOC(=O)c1c(NC(=O)CC2Sc3ccc(C(F)(F)F)cc3NC2=O)sc(C)c1C (centres undefined),-37%,0%,-2.0%,9%,19%,0.9%,i,0.8,-0.3%,7%
CSc1c(C#N)sc(=S)n1-c1ccc(C)cc1,1%,-3%,0.2%,13%,-6%,-1.4%,i,0.3,0.3%,1%
COc1cccc(C(=O)NCc2ccc(N3CCN(C(=O)OC(C)(C)C)CC3)cc2)c1,15%,-9%,0.9%,14%,-32%,-2.5%,i,0.6,-0.1%,5%
Cc1cc(C)nc(N/N=C/c2cn[nH]c2-c2ccc(F)cc2)n1,0%,0%,2.0%,10%,14%,2.1%,i,1.1,-0.3%,-8%
COc1ccc(N(C2CSC2)S(=O)(=O)c2ccccc2)cc1,-27%,0%,-0.6%,-5%,-14%,0.6%,i,2.0,-0.2%,-3%
CCCN1CCN(C(=O)c2ccc(CS(=O)c3ccc(F)cc3)o2)CC1 (centres undefined),-14%,0%,-1.7%,5%,-4%,1.3%,i,2.9,-0.1%,24%
CCCCc1c(C)nc(N)[nH]c1=O,2%,14%,1.0%,17%,8%,-3.3%,i,0.6,-0.1%,1%
Cc1cc(Br)cc(C)c1OCCCCN(C)C,25%,-20%,8.9%,19%,-36%,0.0%,i,8.4,0.0%,10%
Cc1cc(C)n2nc(SCC(=O)N(C)C)nc2n1,3%,7%,0.6%,8%,8%,0.0%,i,1.0,-0.1%,5%
Cc1ccc(Nc2nc(NCc3ccco3)c3ccccc3n2)cc1,35%,-14%,3.1%,-50%,-37%,-0.6%,i,1.9,5.6%,5.2µM*
O=C(O)Cn1c2c(c3ccccc31)CCCC2,-5%,7%,-2.8%,1%,-2%,-3.7%,i,1.2,-0.2%,8%
Cc1c(C(=O)/C=C/c2cccs2)oc2ccc(F)cc12,-52%,14%,-0.5%,-69%,10%,2.5%,i,0.6,-0.1%,14%
O=C(Nc1ccc(NC(=O)c2cccs2)cc1)c1ccc2ccccc2c1,-35%,-9%,4.6%,-37%,-24%,-0.3%,i,1.3,0.0%,5%
CCC(Oc1ccccc1OC)C(=O)Nc1ccc2c(c1)OCCO2 (centres undefined),-2%,4%,1.7%,16%,0%,-2.2%,i,0.3,-0.2%,5%
CCOC(=O)CSc1cc(C)nc2ccc(OC)cc12,-21%,14%,.,-15%,18%[20 µM],-1.1%,i,0.3,-0.1%,10%
O=c1oc2ccc(Cl)cc2nc1/C=C(\O)c1cccs1,5%,2%,-2.5%,-39%,43%,12%,i,1.1,0.3%,-15%
C#CCN(CC=C)C(=O)c1ccc2nc(C3CCCCC3)oc2c1,-20%,11%,1.3%,2%,2%,1.3%,i,0.4,0.7%,4.6µM*
COc1ccccc1/C=N/n1cnnc1,12%,-4%,-5.4%,9%,-1%,-1.6%,i,0.3,-0.2%,2%

# Sorted by value in NOD1 inhibition (descending): 3 from the list above
SMILES,NOD1 inhibition,GPR35 antagonists,KOR beta-arrestin-1,NOD2 inhibition,KOR beta-arrestin-2,HIV peptide binding,Myeloid diff 2 GFP+ MAC1+ %
COc1cccc(C(=O)NCc2ccc(N3CCN(C(=O)OC(C)(C)C)CC3)cc2)c1,15%,-9%,0.9%,14%,-32%,-2.5%,0.6
COc1ccccc1/C=N/n1cnnc1,12%,-4%,-5.4%,9%,-1%,-1.6%,0.3
COC(=O)[C@H](C)NC(=O)Nc1ccc(Oc2ccccc2)cc1,-16%,0%,-0.9%,-2%,9%,-0.6%,2.0

# More structures
SMILES,NOD1 inhibition,GPR35 antagonists,KOR beta-arrestin-1,NOD2 inhibition,KOR beta-arrestin-2,HIV peptide binding,Myeloid diff 2,Myeloid diff 2 GFP+ MAC1+ %,GPR55 activation,GPR55 antagonists
O=C(NNc1ccc(F)cc1)c1c(F)cccc1Cl,-16%,6%,2.0%,-3%,42%,1.1%,i,0.3,0.3%,12%
CCOC(=O)c1cc(-c2ccc(C)cc2)n(CCC(=O)NC(C)CC)c1C (centres undefined),-12%,-10%,3.7%,10%,-10%,1.2%,i,0.7,0.3%,-4%
O=C(NC(=O)c1ccccc1)OCC(F)(F)F,12%,10%,-1.8%,9%,-17%,2.1%,i,1.1,-0.3%,3%
CN(C)CCNC(=O)CCn1nc(-c2ccc(Cl)cc2)ccc1=O,-9%,0%,-2.6%,7%,4%,-1.0%,i,0.8,0.0%,1%
Cc1cccc(NC(=O)NCc2cccnc2)c1C,-27%,-14%,-1.3%,-1%,-8%,1.2%,i,1.2,-0.1%,16%
O=C(N/N=C/c1cn(Cc2cccc(F)c2)c2ccccc12)c1cc(O)cc(O)c1,-9%,-8%,-0.2%,-11%,7%,26%,i,0.9,-0.1%,12%
CCNc1nc(NC(C)CC)nc(Oc2ccc(OCC)nn2)n1 (centres undefined),-30%,6%,1.8%,-23%,-14%,-0.4%,i,0.7,0.9%,-1%
CC(=O)CC(c1ccccc1)S(=O)(=O)c1ccc(C)cc1 (centres undefined),7%,5%,-0.8%,7%,5%,-1.1%,i,0.8,0.2%,-17%
CN(Cc1cccnc1)Cc1cn[nH]c1-c1ccc(-c2ccccc2)cc1,3%,-6%,0.4%,4%,-17%,1.9%,i,0.2,0.2%,-8%
CCC(C)NC(=O)C1CCC(=O)N(c2cc(OC)c(OC)c(OC)c2)C1c1ccc(OC)cc1 (centres undefined),-2%,-12%,1.1%,18%,-4%,1.8%,i,0.9,1.1%,-10%
COC(=O)c1ccc(C(=O)NC(=S)Nc2nc3c(s2)CCCC3)cc1,-32%,4%,-2.8%,5%,-18%,1.7%,i,0.3,-0.2%,20%
O=C(Cn1c(=O)c2c(ncn2Cc2ccccc2)n(Cc2ccccc2)c1=O)NC1CC1,7%,-8%,-2.6%,14%,1%,1.5%,i,1.4,-0.2%,4%
CCCCN(C)CCNC(=O)CSCc1ccc(C)cc1,2%,-15%,0.4%,6%,-5%,1.8%,i,1.0,-0.3%,28%
COc1ccc(OC)c(C2CC(=O)N3CN(c4ccccc4)CSC3=C2C#N)c1 (centres undefined),0%,-14%,-8.4%,-7%,4%,-0.5%,i,4.2,0.2%,5%
Cc1cccc(C(=O)NNC(=O)c2cccc(C)c2)c1,-31%,2%,-0.2%,8%,-3%,0.2%,i,0.5,1.1%,-3%
COc1cc2c3nnc(-c4ccccc4)c-3cn(Cc3ccc(F)cc3)c2cc1OC,-31%,-12%,-2.1%,21%,-35%,-1.5%,i,0.5,1.3%,19%
Cn1c(CC(=O)NN)c(Sc2ccccc2)c2ccccc21,-9%,14%,1.0%,5%,-16%,1.4%,i,0.7,0.0%,0%
CC(=O)COc1ccc2cc(-c3ccccc3)c(=O)oc2c1,-48%,-13%,3.4%,-74%,-44%[20 µM],-0.9%,i,0.9,-0.1%,10%

# Compound activity: PubChem BioAssay, several laboratories

# A portion of the library. The share of hits here may be higher or lower than overall.
